# ABHD5-PLIN5 inh: inhibitors of human ABHD5-perilipin-5 interaction | Split G. princeps luciferase complementation, luminescence, 4 h | hit rate 0.78% among 360,000 | AID 602281 | Q00G26+Q8WTS1 | inhibition, % at 4 µM;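 active = inhibition above the mean inhibition across every tested compound plus 3 SD, cut at about 22% in these data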;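 also: 0% = DMSO only wells and the 100% control is not disclosed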
# Target sequence (Q00G26 whole entry, looked up): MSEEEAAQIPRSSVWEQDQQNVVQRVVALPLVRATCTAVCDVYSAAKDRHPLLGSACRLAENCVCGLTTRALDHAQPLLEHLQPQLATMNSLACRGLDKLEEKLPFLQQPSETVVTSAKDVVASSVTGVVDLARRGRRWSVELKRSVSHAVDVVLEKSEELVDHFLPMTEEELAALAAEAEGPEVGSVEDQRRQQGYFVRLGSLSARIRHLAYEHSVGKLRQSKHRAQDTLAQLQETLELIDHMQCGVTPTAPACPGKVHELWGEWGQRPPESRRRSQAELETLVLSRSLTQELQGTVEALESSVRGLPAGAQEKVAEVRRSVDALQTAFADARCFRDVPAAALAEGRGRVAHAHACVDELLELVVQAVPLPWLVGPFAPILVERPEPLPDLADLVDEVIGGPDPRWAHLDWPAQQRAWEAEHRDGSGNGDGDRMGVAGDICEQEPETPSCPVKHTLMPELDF
# Target sequence (Q8WTS1 whole entry, looked up): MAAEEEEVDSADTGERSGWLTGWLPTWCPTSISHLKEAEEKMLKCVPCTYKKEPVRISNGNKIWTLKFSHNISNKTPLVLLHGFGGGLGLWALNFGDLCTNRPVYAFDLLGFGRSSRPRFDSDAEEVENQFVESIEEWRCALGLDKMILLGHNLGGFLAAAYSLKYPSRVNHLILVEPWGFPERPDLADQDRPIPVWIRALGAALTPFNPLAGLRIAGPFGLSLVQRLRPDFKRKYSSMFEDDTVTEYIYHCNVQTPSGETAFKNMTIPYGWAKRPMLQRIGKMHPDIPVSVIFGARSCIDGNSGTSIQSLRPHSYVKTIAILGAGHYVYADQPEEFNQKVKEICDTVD
# N-glyco inh: N-linked glycosylation inhibition; D54 ERlucT glycosylation luciferase reporter, 24 h; percent of 100 nM tunicamycin response; reporter increase, % at 12.5 µM; hit rate 0.23% among 360,000; AID 588692;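 active = mean luciferase reporter signal, scaled so untreated is 0 and the glycosylation-blocking control 100, at or above a set limit in every replicate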;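 also: luciferase carries N-glycosylation sites so blocking glycosylation raises the light; 0% = median of neutral control wells and 100% = median of 100 nM tunicamycin wells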
# iPSC survival up: enhancers of human iPSC single-cell survival | hiPSC single-cell survival, ATPlite luminescence; 100% = ROCK inhibitor wells, 0% = DMSO | survival enhancement, % at 20 µM | hit rate 0.044% among 360,000 | AID 602274; in the data active = survival enhancement above about 18%;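 also: cells exposed to compounds for 16 hours before the ATP read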
# Exocytosis inh: lytic granule exocytosis inhibition. TALL-104 LAMP-1 surface exposure, flow cytometry; cells stimulated with thapsigargin and PMA. hit rate 0.66% among 360,000. inhibition, % at 10 µM;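 active = inhibition above about 55%, limit read from the data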
# MC4R antag cAMP: blocks human MC4R cAMP signaling | P32245 | MC4R-expressing cells, MTII-stimulated cAMP, LANCE TR-FRET | inhibition, % at 6.5 µM | hit rate 0.48% among 360,000 | AID 540295;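 active = inhibition above its plate's cutoff, the mean of tested wells on that plate plus 3 SD, cut at about 29% in these data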;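 also: 0% = Melanotan II alone and 100% = Melanotan II plus saturating MCL0020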
#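 System – human MC4R-expressing U2OS cells · Also added – Melanotan II · Dosing – one concentration, 6.5 µM nominal · Timing – 30-min compound, 1-h challenge, 1-h detection, room temperature · Measured by – Eu-cAMP/anti-cAMP TR-FRET, emission 671 nm · Replicates – singlicate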
# aDG glyco up: increases alpha dystroglycan glycosylation; Pro5-aDG cells, alpha-DG glycosylation AlphaScreen (IIH6); 0% Pro5, 100% B10-LARGE cell signal; activation, % at 10 µM; hit rate 0.22% among 360,000; AID 624168;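 active = activation of at least 8% versus controls, or a plate z-score of at least 8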;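 also: Pro5 are CHO cells carrying HIG-tagged alpha-DG that lacks glycosylation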
# ABCB6 inh MLPCN: blocks the human ABCB6 transporter. Q9NP58. K562-ABCB6 porphyrin accumulation, flow cytometry, 1 h; stronger effect = lower value. fluorescence ratio to DMSO, % at 10 µM. hit rate 0.19% among 360,000. AID 602162;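 active = fluorescence ratio to DMSO below 75%, the collection mean minus 3 SD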;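 also: signal is porphyrin accumulated inside mitochondria; 100% equals median channel fluorescence of DMSO control wells; lower ratio means ABCB6 inhibition with less porphyrin fluorescence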
# HTR2A ag: mouse HTR2A agonism via beta-arrestin recruitment. CHO-K1 mHTR2A beta-arrestin complementation, luminescence; percent of 30 µM serotonin response. activation, % at 7.6 µM. hit rate 0.66% among 360,000;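 active = activation above a run cutoff, the mean activation of all tested compounds plus 3 SD, cut at about 14% in these data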;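 also: 0% = plate median of compound wells and 100% = 30 µM serotonin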
# MC4R barr agon: human MC4R agonism via beta-arrestin; P32245; U2OS MC4R beta-arrestin complementation, luminescence; percent of melanotan II response, DMSO zero; activation, % at 8.9 µM; hit rate 0.98% among 360,000; AID 540308;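 active = activation above a per-plate cutoff, the mean activation of sample wells on that plate plus 3 SD, cut at about 8% in these data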
# Cardio protect: modulators protecting cardiomyocytes from myocardial damage. H9c2 cardiomyocytes, H2O2 injury protection, ATPLite, 2 h. protection from H2O2 cell death, % at 20 µM. hit rate 0.63% among 360,000. AID 588492;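 active = compounds giving at least 50% protection of heart cells from peroxide-induced death in the single-dose screen, raw or plate-pattern-corrected value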;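 also: 0% = DMSO wells with peroxide and 100% = DMSO wells without peroxide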
# * marks the source's active call; other numbers are inactive results; · = not tested or not shown.
# Values in the order – ABHD5-PLIN5 inh	N-glyco inh	iPSC survival up	Exocytosis inh	MC4R antag cAMP	aDG glyco up	ABCB6 inh MLPCN	HTR2A ag	MC4R barr agon	Cardio protect
Cc1cccc(S(=O)(=O)c2c(N)n(/N=C/c3ccccc3)c3nc4ccccc4nc23)c1
    7.7	-2.2	0.3	-5.2	7.7	0.1	98.0	3.2	0.0	10.3
Cc1ccc(NC(=O)c2sc3nc(N4CCOCC4)c4c(c3c2N)CCCC4)cc1
    -18.9	-0.8	0.4	9.9	10.1	0.0	97.0	0.7	3.0	6.6
COC(=O)c1ccc(CN2CCN(CC=C(C)C)C(CCO)C2)cc1 (stereo unspecified)
    -0.7	-0.2	-0.3	2.1	19.5	0.4	94.0	-0.6	0.2	3.4
CCOC(=O)c1sc(/N=C/N(C)C)nc1C
    -1.3	0.0	1.3	0.8	5.6	-0.1	103.0	-3.8	-2.1	1.3
O=C(/C=C/[C@H]1O[C@@H](n2ccc(=O)[nH]c2=O)[C@H](O)[C@@H]1O)N1CCN(Cc2ccc(F)cc2)CC1
    -7.6	0.8	4.1	-8.3	·	-0.1	96.0	-0.1	·	-0.1
COc1ccccc1NC(=O)N(CCN1CCOCC1)Cc1cc2cc(C)cc(C)c2[nH]c1=O
    2.3	-0.3	0.2	-0.4	-0.3	0.2	96.0	-1.6	0.6	6.1
Cc1cccc(C)c1OCC(=O)Nc1ccccc1C(F)(F)F
    -1.4	-2.4	0.3	1.1	5.8	0.0	102.0	-2.8	0.2	-6.6
Cc1ccc(-n2c(-c3cnccn3)n[nH]c2=S)c(Br)c1
    2.1	2.7	0.9	-2.7	-2.5	0.1	101.0	2.4	-2.0	0.8
O=C(CN1CCCc2ccccc21)N/N=C/c1ccc(O)cc1O
    -0.1	-3.7	-0.9	1.7	-0.2	0.4	96.0	-0.1	-2.2	51.7*
COc1ccc(OC)c(C(=O)COC(=O)c2cccnc2SC)c1
    1.5	2.1	-0.5	1.9	-0.1	0.1	99.0	2.2	-4.4	-5.3
COc1ccc(C2CC(c3ccccc3OC(C)=O)=NN2C(C)=O)cc1 (stereo unspecified)
    1.2	-2.1	0.5	-1.7	13.9	0.1	99.0	-2.0	-1.8	6.2
CC(NS(=O)(=O)c1ccc2c(c1)C(C)(C)C(=O)N2C)c1ccccc1 (stereo unspecified)
    -1.2	-1.9	1.3	1.4	7.4	0.0	99.0	1.6	-1.3	-13.2
O=C(NCCc1ccncc1)Nc1ccc(Cl)cc1
    -2.4	-0.5	-0.9	-0.5	2.6	0.2	97.0	2.4	-1.9	2.3
COc1ccccc1C(=O)Nc1nnc(S(=O)(=O)N2CCC(C)CC2)s1
    -4.4	2.8	0.2	-1.8	3.4	0.1	102.0	5.4	-1.4	-2.2
CCCCn1cnc2c(Sc3c([N+](=O)[O-])ncn3C)nc(N)nc21
    6.5	-0.3	-0.8	4.3	9.5	0.0	106.0	-2.3	-0.6	-1.6
CS(=O)(=O)Nc1ccc(C(=O)Nc2ccc3c(c2)OCO3)cc1
    3.8	-1.1	-2.1	-2.9	-3.9	-0.1	418.0	-0.3	4.1	-1.0
CCOC(=O)c1c(NC(=O)C2=C(C)NC(=S)NC2c2ccccc2C(F)(F)F)sc(C)c1C (stereo unspecified)
    -4.7	-13.4	-2.5	0.4	23.5	1.2	99.0	-1.6	-0.8	-0.9
Cc1c([N+](=O)[O-])cc(C(=O)Oc2ccc(Br)cc2C(=S)N2CCCCC2)cc1[N+](=O)[O-]
    4.1	-1.9	-0.3	-4.0	7.1	-0.1	94.0	0.9	-2.1	20.6
CN1CCN(S(=O)(=O)c2cccs2)CC1
    6.1	-0.3	-0.1	3.6	8.1	0.0	100.0	2.0	-1.4	3.4
COc1cc(OC)cc(C(=O)NCC2CCCN(Cc3cccc(C(C)=O)c3)C2)c1 (stereo unspecified)
    0.0	-0.3	-0.2	8.3	5.1	-0.1	100.0	-4.2	-1.8	2.4
O=C(CSc1ncnc2c1cnn2-c1ccc(F)cc1)NCC1CCCO1 (stereo unspecified)
    -6.4	-3.4	-0.4	-0.1	1.0	0.0	92.0	-2.7	-0.1	-6.5
O=C(CCc1ccccc1)Nc1ncn[nH]1
    5.6	1.1	5.0	-2.5	0.5	0.0	99.0	3.2	-0.5	11.3
Nc1ccc(C(=O)Nc2ccc(Nc3ccncc3)cc2)cc1
    -0.7	1.4	-0.5	5.1	2.6	0.0	95.0	8.0	-3.4	9.3
Nc1nc(NCc2ccco2)nc(N2CCN(Cc3ccccc3)CC2)c1[N+](=O)[O-]
    4.6	-2.5	0.9	-10.5	5.2	-0.1	90.0	-5.0	-1.3	-1.5
COc1ccc(Cl)c2sc(N(CCN(C)C)C(=O)CCS(=O)(=O)c3ccc(C)cc3)nc12
    4.3	0.3	-0.4	21.9	-0.9	0.4	100.0	-0.6	0.7	-11.5
O=C(NCc1ccccc1CN1CCCC1)c1ccc(OCc2cscn2)cc1
    -5.1	-5.6	0.4	-1.4	2.2	0.0	95.0	-7.9	-1.7	4.8
CN(C(=O)c1cc(-c2cccs2)nn1-c1ccccc1)C1CCS(=O)(=O)C1 (stereo unspecified)
    -0.8	1.7	0.3	7.1	12.7	0.0	94.0	0.5	-0.2	3.4
Cc1cc2nc(C)n(CCCNC(=O)Nc3cccc4ccccc34)c2cc1C
    11.9	-3.0	-0.3	-1.2	7.8	4.6	89.0	-0.3	3.8	-8.6
CCCC[C@@H]1Cc2[nH][nH]c(=O)c2[C@H](c2ccc3ccccc3c2)O1
    16.6	·	0.5	-5.7	·	-0.1	98.0	-5.8	·	·
CCOc1ccc(C(=O)Nc2ccccc2N2CCCC2)cc1
    3.6	-0.7	-2.3	-3.6	-3.8	-0.1	101.0	-1.1	2.1	-2.7
O=C(COc1ncnc2cc([N+](=O)[O-])ccc12)NC1CCCCC1
    -0.5	3.1	-0.4	3.8	6.1	0.1	94.0	2.0	-1.4	-2.1
COc1cccc(NC(=O)COc2cc(O)c3c(c2)OC(C)(C)CC3=O)c1
    2.2	-1.0	-1.5	12.5	7.2	0.0	102.0	-3.9	-1.5	-9.5
O=C(NC(=S)N1CCN(c2ccccc2)CC1)c1ccc(S(=O)(=O)N2CCOCC2)cc1
    -0.6	0.5	0.9	4.2	18.8	-0.1	99.0	3.0	-0.9	5.5
O=C(c1ccc(S(=O)(=O)N2CCOCC2)cc1)N1CCN(c2cccc(Cl)c2)CC1
    -11.4	-0.6	5.4	0.3	9.5	0.2	94.0	-5.4	0.5	-7.1
COc1ccc(CN2CC(C(=O)NCCc3ccc(C)cc3)CC2=O)cc1 (stereo unspecified)
    -0.5	-2.3	-0.9	-2.8	3.8	-0.1	103.0	-3.8	-1.7	1.7
S=c1[nH]nc(Cc2ccccc2)n1-c1ccccc1
    -5.0	-0.4	3.2	0.0	4.7	-0.1	90.0	-2.2	-3.0	-7.5
CCCN(/C=N/c1sc2c(c1C#N)CCCCC2)CCC
    1.0	-1.1	-2.7	0.4	-7.6	-0.1	139.0	2.0	0.6	-27.2
CN1CCN(C(=O)c2ccc(CSc3ccc(Cl)cc3)cc2)CC1
    9.5	-1.2	0.1	0.4	-7.4	1.0	104.0	-8.4	-1.8	-8.7
Cc1cccc(OCC(=O)NNC(=O)c2ccc3nc[nH]c3c2)c1
    6.6	1.2	0.4	-6.4	3.7	0.1	95.0	1.0	-1.5	1.9
CCOC(=O)N1CCN(C(=O)C2CCC(=O)N(CCc3ccccc3)C2)CC1 (stereo unspecified)
    0.8	-0.9	-0.3	-0.9	0.2	-0.2	91.0	-1.6	-1.9	4.1
COCCn1c(C)cc2c(c1=O)C(c1ccccc1F)C(C#N)=C(N)O2 (stereo unspecified)
    -9.4	1.4	0.3	0.3	3.0	-0.1	91.0	-0.4	-0.2	12.1
O=[N+]([O-])c1cccc(C=NNC(=S)NC23CC4CC(CC(C4)C2)C3)c1
    0.6	-3.0	1.9	15.7	5.0	0.5	98.0	3.9	-2.2	2.3
Cc1ccc(Nc2nc3ccccc3s2)cc1
    2.2	-12.3	-2.7	-3.9	-9.0	0.1	92.0	-2.3	1.1	-17.1
CCOc1cc(N2CCOCC2)c(OCC)cc1NC(=O)C1CCCC1
    -1.2	4.0	-0.7	0.3	4.1	-0.1	100.0	-1.9	-0.1	-4.9
CCOC(=O)C1(CCCc2ccccc2)CCN(CCCn2cccn2)CC1
    4.1	-2.1	-2.8	2.4	3.8	0.3	101.0	-0.6	-2.6	-2.7
Cc1ccccc1C(=O)NNC(=S)NC(=O)c1ccccc1
    3.4	0.2	-0.9	-2.9	17.1	1.2	98.0	-2.7	-2.9	29.6
O=C(NCCCN1CCCC1=O)c1cccnc1
    2.8	5.4	1.1	-0.4	0.3	-0.2	92.0	1.1	-1.6	7.1
C#CCn1c(=NC(=O)c2sc3ccccc3c2Cl)sc2cc(S(N)(=O)=O)ccc21
    2.3	-5.3	-1.2	-2.3	6.8	-0.4	102.0	-0.7	0.5	1.0
COc1ccccc1NC(=S)N(Cc1ccc(Cl)cc1)CC1CCC(C(=O)O)CC1 (stereo unspecified)
    -1.1	0.1	-0.3	0.2	2.2	-0.3	90.0	-0.8	-2.1	-3.7
CC(=O)N1CCc2cc(S(=O)(=O)NCCC(=O)NC3CCCc4ccccc43)ccc21 (stereo unspecified)
    -0.7	-1.9	3.8	-2.9	11.9	0.0	86.0	7.6	-1.6	-25.9

# Continuation.
# Values in the order – ABHD5-PLIN5 inh	N-glyco inh	iPSC survival up	Exocytosis inh	MC4R antag cAMP	aDG glyco up	ABCB6 inh MLPCN	HTR2A ag	MC4R barr agon	Cardio protect
Cc1ccc(N2C(=O)/C(=C/c3ccco3)SC2=S)cc1
    -4.3	-0.1	0.7	3.1	-1.0	0.5	107.0	-1.7	22.9*	0.6
Cc1occc1C(=O)NNC(=O)C1CCCC1
    -2.2	0.9	0.5	-0.5	2.8	-0.2	100.0	-2.2	0.0	-1.2
O=S(=O)(NCCc1ccccc1)c1cnc(Cl)c(Br)c1
    -3.2	2.1	-0.5	1.2	9.0	0.0	97.0	1.5	-0.1	-5.5
CCC(=O)NC(c1cc(Cl)c2ccccc2c1O)C(C)C (stereo unspecified)
    0.9	-0.6	-1.9	4.2	7.1	0.6	95.0	2.4	-0.5	-13.8
CCN1CCCC1CNC(=O)Cn1cc2c(n1)CCC(C)C2 (stereo unspecified)
    1.6	1.7	-0.4	-3.3	2.2	0.0	100.0	-3.4	-1.7	10.4
Nc1nc(N2CCN(c3ccccc3)CC2)n[nH]1
    4.0	2.7	-1.0	-3.3	0.2	0.1	101.0	0.9	-0.7	2.2
OCC[C@@H]1C[C@H](O)[C@@H](O)[C@]2(OCc3ccccc32)O1
    -1.9	3.2	1.8	-8.7	-0.9	0.1	86.0	1.1	-0.9	4.5
COc1ccccc1Cc1c(-c2ccccc2)nc2ccc(Cl)cn12
    6.4	-0.7	-2.2	-0.8	·	-0.1	116.0	1.2	·	-0.8
CC12CCC(c3c(C(=O)O)nn(-c4ccccc4)c31)C2(C)C (stereo unspecified)
    0.4	3.0	1.2	-2.9	0.2	-0.2	99.0	-0.3	0.5	-0.3
CCOc1ccc(S(=O)(=O)c2ccc(C)cc2)c2c1no[n+]2[O-]
    0.2	-3.8	0.5	-5.6	0.9	0.6	106.0	-1.0	-0.1	-7.2
